# Screens: PubChem BioAssay, several laboratories
# GSK3A inh – human GSK-3 alpha kinase inhibition; ADP-Glo luminescence, 60 min; 320,000 tested, 0.1% active; AID 2650; P49840; inhibition, % at 10 µM;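 in the data active = inhibition above about 50%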;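 also: GST-tagged GSK-3 alpha with peptide substrate and 25 µM ATP; 0% = DMSO neutral wells and 100% = GW8510 positive control wells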
# Target sequence (P49840 whole entry, looked up): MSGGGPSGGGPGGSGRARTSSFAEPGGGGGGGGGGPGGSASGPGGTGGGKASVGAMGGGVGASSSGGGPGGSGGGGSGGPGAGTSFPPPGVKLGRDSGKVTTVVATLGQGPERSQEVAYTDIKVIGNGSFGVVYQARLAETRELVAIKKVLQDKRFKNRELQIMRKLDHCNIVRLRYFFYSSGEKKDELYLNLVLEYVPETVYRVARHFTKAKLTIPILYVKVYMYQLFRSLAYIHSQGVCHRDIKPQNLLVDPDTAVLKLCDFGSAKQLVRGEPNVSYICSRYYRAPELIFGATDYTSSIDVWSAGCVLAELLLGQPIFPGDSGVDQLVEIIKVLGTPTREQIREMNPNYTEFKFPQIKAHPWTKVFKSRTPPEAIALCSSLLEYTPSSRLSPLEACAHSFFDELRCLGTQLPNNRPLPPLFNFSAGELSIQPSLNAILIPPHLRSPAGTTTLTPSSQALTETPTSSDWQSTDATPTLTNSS
# HSP90 inh – blocks HSP90-mediated luciferase refolding in reticulocyte lysate | Rabbit reticulocyte lysate, luciferase refolding luminescence, 3 h | inhibition, % at 5.6 µM | 290,000 tested, 0.91% active | AID 1789;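 active = inhibition above the screen-wide mean plus 3 SD, computed separately per campaign, cut at about 16% in these data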;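 also: 0% = DMSO wells and 100% = 60 µM geldanamycin wells; inhibitors lower the luminescence because luciferase stays unfolded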
# KLF5 inh – inhibitors of KLF5 expression; DLD-1 KLF5 promoter-luciferase reporter, luminescence; inhibition, % at 5 µM; 290,000 tested, 0.23% active;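 active = inhibition above a per-plate limit of that plate's mean compound inhibition plus 3 SD, cut at about 60% in these data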;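 also: 0% = DMSO wells and 100% = LY294002 at 200 µM; higher means less KLF5 promoter-driven luciferase light; inactives centre near -14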
# Platelet DG rel – modulates dense granule release in human platelets; human platelet-rich plasma, SFLLRN dense granule ATP release, luminescence; inhibition, %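 (compounds screened at 7.5 µM in platelet-rich plasma)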; 300,000 tested, 0.22% active; AID 1663;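 active = mean replicate score, as percent of positive control, at or above 50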
# HSF1 inhib – HSF1 inhibition; activity change, negative = inhibition, % at 7.5 µM (by protocol); AID 2098; NIH3T3-HGL HSE-luciferase, MG132-induced, luminescence 8 h; active compounds read low; 300,000 tested, 0.77% active;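 active = more than half of replicate wells show activity change below -50%, luminescence cut by over half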;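 also: luciferase reports HSF-1 transcriptional activity via heat shock element; 0% = median of DMSO wells and -100% = zero luminescence signal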
# IEC-6 tox – counter-screen for KLF5 inhibitors: cytotoxicity in IEC-6 cells. IEC-6 cytotoxicity, luminescence viability. inhibition, % at 5 µM. 290,000 tested, 0.78% active; in the data active = inhibition above about 22%;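 also: 0% = plate median of test compound wells and 100% = cytotoxic reference compound wells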
# aSyn UTR inh – 5' untranslated region of α-synuclein, MLPCN primary screen. inhibition, % (tested at 7.5 µM). alpha-synuclein 5'UTR reporter, inhibitor activity. AID 1813. 300,000 tested, 0.82% active; in the data active = inhibition above about 60%;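 also: H4 neuroglioblastoma cells stably carrying SNCA 5'UTR luciferase fusion; 0% = DMSO wells and 100% = positive control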
# DYRK1A inh – blocks rat Dyrk1A kinase activity; Q63470; ADP-Glo luminescence, NFATc1 peptide; AID 504441; inhibition, % at 12.5 µM; 310,000 tested, 0.43% active; in the data active = inhibition above about 50%;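 also: plate controls were vehicle with enzyme for no effect and no enzyme for full effect; many of its hits are not listed in these tables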
# HSF1 activator – increases HSF-1 driven luciferase reporter signal; NIH3T3-HGL HSF-1 luciferase reporter, MG132, 8 h; 100% = twice DMSO control signal; AID 504408; 300,000 tested, 1.7% active; activation, % at 9 µM;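 active = mean replicate activation of at least 50% with a set share of replicates each reaching 50%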;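 also: 0% = median of the neutral control wells and 100% = twice that signal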
# GSK3beta inhib – human GSK3beta kinase inhibition. 300,000 tested, 0.038% active. P49841. GST-GSK3beta kinase, ADP-Glo luminescence, 60 min; active compounds read low. activity score (negative = inhibition), % at 10 µM. AID 2097;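 active = more than half of replicate wells score below -50%, meaning over 50% inhibition versus plate controls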;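 also: 0% = median DMSO wells and -100% = median GW8510 positive control wells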
# Target sequence (P49841 whole entry, looked up): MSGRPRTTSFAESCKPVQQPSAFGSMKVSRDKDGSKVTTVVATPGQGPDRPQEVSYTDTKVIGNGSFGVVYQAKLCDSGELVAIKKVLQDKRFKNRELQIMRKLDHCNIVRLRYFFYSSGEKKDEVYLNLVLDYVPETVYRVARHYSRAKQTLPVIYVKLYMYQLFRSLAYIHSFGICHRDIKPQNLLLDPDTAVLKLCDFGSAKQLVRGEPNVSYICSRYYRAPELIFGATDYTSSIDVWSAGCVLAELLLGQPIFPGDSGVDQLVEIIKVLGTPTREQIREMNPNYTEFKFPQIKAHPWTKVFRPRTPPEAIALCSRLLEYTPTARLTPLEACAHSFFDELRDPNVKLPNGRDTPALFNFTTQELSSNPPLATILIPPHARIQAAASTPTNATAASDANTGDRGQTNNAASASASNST
#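 Assay system: GST-fused GSK3beta enzyme, cell-free / Medium: Tris pH 7.5 buffer with MgCl2, DTT, BSA, heparin / Also added: peptide substrate plus 25 µM ATP (final) / Compound: 10 µM single point / Timing: kinase reaction with compound 60 min at room temperature / Detection: ADP-Glo luminescence / Benchmarks: DMSO neutral wells and GW8510 at 20 µM as positive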
# * = called active by the depositor; nt = no result given. These rows are one share of the data. The share of hits here may be higher or lower than overall.
SMILES,GSK3A inh,HSP90 inh,KLF5 inh,Platelet DG rel,HSF1 inhib,IEC-6 tox,aSyn UTR inh,DYRK1A inh,HSF1 activator,GSK3beta inhib
CCc1cc(C(=O)N2CCCC(CNS(=O)(=O)c3cccs3)C2)n(C)n1 (stereo not drawn),1,-4,-13,1,1,-4,19,-1,-9,-5
Cc1sc(NC(=O)CCS(=O)(=O)c2ccccc2)c(C#N)c1C,nt,nt,nt,6,-1,nt,-21,-1,-3,-1
Cc1cnc(C(=O)N2CCc3c([nH]c4ccccc34)C2c2ccc(F)cc2)cn1 (stereo not drawn),0,-2,-22,4,7,-3,-9,0,16,0
CCOc1cc(/C=C2\SC(=O)N(CC(=O)Nc3ccccc3F)C2=O)cc([N+](=O)[O-])c1O,0,-1,-29,-2,-5,4,5,-4,4,-1
COc1cc(C(c2oc(CO)cc(=O)c2O)c2oc(CO)cc(=O)c2O)cc(OC)c1OC,0,-1,-13,-2,3,-3,-10,-3,5,1
O=C(COc1ccc(-c2ccccc2)cc1)N/N=C/c1ccccc1Br,-2,0,-36,6,-5,3,7,-7,8,-4
CCC(=O)Nc1sc(C(=O)Nc2ccccc2OC)c(C)c1C(=O)OC,-2,4,7,5,-4,4,-28,2,-16,1
CCOc1ccc(C(C(=O)NC2CCCC2)N(CCOC)C(=O)CNC(=O)c2ccco2)cc1 (stereo not drawn),-1,-5,-7,7,4,-4,-17,0,-14,0
Cc1cnc(NC(=O)c2nn(C)cc2[N+](=O)[O-])s1,nt,7,-13,6,139,12,-43,-5,150*,2
CCCn1c(CCNC(=O)c2cccs2)nc2ccccc21,0,3,-21,17,-22,11,-9,1,-43,-4
COCCNC(=S)N/N=C(\C)c1ccc(Cl)c(Cl)c1,-1,0,0,0,5,9,10,1,3,13
O=C(CCN1CCCC1)Nc1ccc(Br)cc1,-2,-3,-23,-8,9,-5,-10,0,22,-3
CCc1ccccc1Cn1c(=O)oc2cccnc21,0,1,-5,13,4,3,-3,nt,42,-5
COc1ccc(S(=O)(=O)Oc2cccc(C(=S)N3CCOCC3)c2)cc1,0,0,12,-12,1,-1,4,13,-20,0
CCCN(CC(=O)Nc1ccc(F)c(F)c1F)C(=O)C1=COCCO1,6,nt,nt,-7,0,nt,-2,-6,3,1
Cc1cccc(-n2c(SCC(=O)N3CC(=O)Nc4ccccc43)nc3ccccc3c2=O)c1,0,2,-31,-9,9,-2,19,3,8,1
Cc1[nH]c2ccccc2c1C(=O)CSc1ccccc1,-3,-6,-32,8,18,4,-86,2,26,-20
Cc1ccc(S(=O)(=O)N2CCOC2CNC(=O)C(=O)NCCc2ccc(S(N)(=O)=O)cc2)cc1 (stereo not drawn),-2,0,-7,-7,-2,-2,-2,0,3,-4
OCCN(Cc1ccccc1)CC(O)COc1ccc2c(c1)OCO2 (stereo not drawn),-1,-5,-13,4,1,-1,3,-3,3,-1
Cc1ccc2cc(CN(CCCN(C)C)C(=O)NCc3ccccc3)c(=O)[nH]c2c1C,-2,2,10,3,-3,7,-15,13,21,-2
O=C(Nc1nnc(C2CC2)s1)c1cccnc1Oc1ccc(Cl)cc1,-2,2,-8,-3,-2,0,5,-3,18,13
CCCCn1c(N)c(N(CC)C(=O)CN2C(=O)NC(C)(c3ccccc3)C2=O)c(=O)[nH]c1=O (stereo not drawn),-1,-2,-14,3,-4,2,12,-3,-24,1
O=C(CCCCCCCCC(=O)N/N=C/c1ccco1)N/N=C/c1ccco1,-3,3,2,4,2,-6,-5,2,5,-5
CCOc1cc2nc(-c3ccc(OC)c(OC)c3)nc(NCCCN3CCOCC3)c2cc1OC,-3,-3,-3,3,3,7,-65,1,11,3
CCOc1ccc(S(=O)(=O)NCc2cccnc2)cc1NC(=O)c1ccccc1F,-2,4,26,-1,-2,33*,-43,5,11,nt

# Record cards, from the list above. Order of screens: GSK3A inh | HSP90 inh | KLF5 inh | Platelet DG rel | HSF1 inhib | IEC-6 tox | aSyn UTR inh | DYRK1A inh | HSF1 activator | GSK3beta inhib
# Shown for COc1cc(C(c2oc(CO)cc(=O)c2O)c2oc(CO)cc(=O)c2O)cc(OC)c1OC → 0 | -1 | -13 | -2 | 3 | -3 | -10 | -3 | 5 | 1
# Shown for Cc1cccc(-n2c(SCC(=O)N3CC(=O)Nc4ccccc43)nc3ccccc3c2=O)c1 → 0 | 2 | -31 | -9 | 9 | -2 | 19 | 3 | 8 | 1

# 13 compounds out of the list, arranged by molecular weight, rising:
SMILES,GSK3A inh,HSP90 inh,KLF5 inh,Platelet DG rel,HSF1 inhib,IEC-6 tox,aSyn UTR inh,DYRK1A inh,HSF1 activator,GSK3beta inhib
CCc1ccccc1Cn1c(=O)oc2cccnc21,0,1,-5,13,4,3,-3,nt,42,-5
Cc1cnc(NC(=O)c2nn(C)cc2[N+](=O)[O-])s1,nt,7,-13,6,139,12,-43,-5,150*,2
O=C(CCN1CCCC1)Nc1ccc(Br)cc1,-2,-3,-23,-8,9,-5,-10,0,22,-3
COCCNC(=S)N/N=C(\C)c1ccc(Cl)c(Cl)c1,-1,0,0,0,5,9,10,1,3,13
OCCN(Cc1ccccc1)CC(O)COc1ccc2c(c1)OCO2 (stereo not drawn),-1,-5,-13,4,1,-1,3,-3,3,-1
Cc1sc(NC(=O)CCS(=O)(=O)c2ccccc2)c(C#N)c1C,nt,nt,nt,6,-1,nt,-21,-1,-3,-1
CCCN(CC(=O)Nc1ccc(F)c(F)c1F)C(=O)C1=COCCO1,6,nt,nt,-7,0,nt,-2,-6,3,1
Cc1cnc(C(=O)N2CCc3c([nH]c4ccccc34)C2c2ccc(F)cc2)cn1 (stereo not drawn),0,-2,-22,4,7,-3,-9,0,16,0
CCOc1ccc(S(=O)(=O)NCc2cccnc2)cc1NC(=O)c1ccccc1F,-2,4,26,-1,-2,33*,-43,5,11,nt
COc1cc(C(c2oc(CO)cc(=O)c2O)c2oc(CO)cc(=O)c2O)cc(OC)c1OC,0,-1,-13,-2,3,-3,-10,-3,5,1
CCOc1ccc(C(C(=O)NC2CCCC2)N(CCOC)C(=O)CNC(=O)c2ccco2)cc1 (stereo not drawn),-1,-5,-7,7,4,-4,-17,0,-14,0
CCOc1cc2nc(-c3ccc(OC)c(OC)c3)nc(NCCCN3CCOCC3)c2cc1OC,-3,-3,-3,3,3,7,-65,1,11,3
Cc1ccc(S(=O)(=O)N2CCOC2CNC(=O)C(=O)NCCc2ccc(S(N)(=O)=O)cc2)cc1 (stereo not drawn),-2,0,-7,-7,-2,-2,-2,0,3,-4

# Next section:
SMILES,GSK3A inh,HSP90 inh,KLF5 inh,Platelet DG rel,HSF1 inhib,IEC-6 tox,aSyn UTR inh,DYRK1A inh,HSF1 activator,GSK3beta inhib
Cc1ccc(NC(=O)[C@H](Cc2ccccc2)NC(=O)C2CCNCC2)cc1,-4,-6,-30,0,3,-1,13,-3,-1,-4
Cc1nn(-c2ccccc2)c(OC(=O)c2cccs2)c1S(=O)(=O)c1ccc([N+](=O)[O-])cc1,-4,2,9,3,2,6,8,-1,-2,0
O=[N+]([O-])c1ncccc1OCc1ccccc1Br,3,-1,-2,7,4,9,4,-4,28,1
Cc1ccc(-c2nnc(Nc3ccc4c(c3)OCO4)c3ccccc23)cc1S(=O)(=O)NC(C)C,-1,-5,4,10,-1,6,16,-5,-5,-2
O=C(NCc1ccccc1)C1=C[C@@H](C2CC2)C[C@@H](OCCCCO)O1,-1,-2,-11,6,3,1,13,8,18,-5
COc1ccc(S(=O)(=O)N2CCC(C(=O)NCCC(=O)Nc3cccc(Cl)c3)CC2)cc1,0,-4,-19,2,10,-4,14,2,14,0
O=[N+]([O-])c1cccc(Cl)c1NCCNS(=O)(=O)c1ccc(Cl)cc1,-3,0,12,-9,-2,1,12,8,26,2
CCOc1cc(NS(=O)(=O)c2ccccc2)c(OCC)cc1NC(=O)c1ccco1,-2,2,-18,6,-1,-3,27,-1,-12,0
Cc1ccc(Cn2cc(-c3ccccc3)nn2)cc1,2,-2,-94,-4,16,-9,-124,-4,33,0
CCCC(=O)Nc1nnc(S(=O)(=O)N(CC)c2ccccc2)s1,-2,0,-15,-3,1,-2,-4,-7,-1,-1
COc1ccc(CCNC(=O)COC(=O)CCC(=O)c2ccc(F)cc2)cc1,-5,-1,2,-3,-10,0,-30,-2,-1,-4
N#CC(Nc1ccccc1)c1ccccc1OCc1ccccc1 (stereo not drawn),-2,0,-34,9,-3,0,1,7,12,-2
Cc1cc(-c2c(C)[nH]n(-c3ccccc3)c2=O)n[nH]1,-4,-1,-23,2,2,-4,-26,-1,4,4
COc1ccc(S(=O)(=O)NC2CC(C)(C)NC(C)(C)C2)c2ccccc12,1,6,0,-2,-7,9,-12,-5,-6,0
Cc1ccc(CNC(=O)C2c3ccccc3C(=O)N(C)C2c2c[nH]c3ccccc23)o1 (stereo not drawn),0,2,-14,-3,2,0,12,nt,-2,0
CC(=O)Nc1ccccc1C(=O)C(=O)NCCc1ccccc1,-4,-4,2,3,-5,3,-33,0,0,nt
COc1ccccc1N1CCN(CCCNc2c(C)c(=O)n(C)c(=O)n2C)CC1,-1,nt,nt,1,-5,nt,20,8,-18,-1
N=C1c2ccccc2CN1c1ccc(S(=O)(=O)N2CCCCC2)cc1,0,-3,-7,-2,-1,0,1,2,-9,1
Cc1ccsc1S(=O)(=O)N1CCC(CO)(CC2CCCCO2)CC1 (stereo not drawn),1,1,6,0,-10,-5,-16,0,-9,0
CN(CC(=O)Nc1ccc(S(=O)(=O)N2CCCC2)cc1)Cc1cccc(Cl)c1Cl,-1,6,-18,5,-11,-5,18,-4,-26,-1
COc1ccc(S(=O)(=O)NC(C)C(=O)O)cc1 (stereo not drawn),1,3,-13,10,-14,0,-47,-2,-20,0
CN(C)/C=C/C(=O)c1cccc([N+](=O)[O-])c1,1,1,11,-1,7,-5,16,5,20,1
Cc1ccc(OC(=O)CCC(=O)NC(C)c2ccccc2)cc1 (stereo not drawn),-2,0,-5,-2,-8,-3,4,-1,-5,-2
COc1ccc(Cn2c(O)c(C=Nc3ccccc3C(=O)O)c3ccccc3c2=O)cc1,-2,-2,-45,-7,-45,2,2,-8,-43,-3
COc1ccc(/C=C2\SC(=S)N(CCCC(=O)NNC(=O)c3ccccc3O)C2=O)cc1,-1,-2,-28,-5,-7,2,75*,-4,-23,4
Cc1ccc(-c2nnn(CC(=O)NCCc3ccc4c(c3)OCO4)n2)o1,1,4,-22,-4,2,-5,-13,-3,6,2
CCCc1ccc(C(=O)NNc2ccccc2F)cc1,-2,-4,-45,14,22,-3,-110,-8,38,2
CC(C)c1cc(=O)n2[nH]c(SCc3ccc(Cl)cc3)nc2n1,-8,5,-23,-5,-5,0,6,-1,9,-4
O=C(Nc1ccc(Cl)cn1)C1CCCN(c2ncnc3c2nc2n3CCCCC2)C1 (stereo not drawn),2,-1,-18,-5,-16,-1,-6,13,-25,-6
[O-]/C(=C(\C(=S)NCc1ccc2c(c1)OCO2)[n+]1ccccc1)c1ccc(Cl)s1,-2,2,-49,0,-3,0,-16,4,3,1
